Source: PubChem BioAssay (several laboratories)
GPR55 antagonists – GPR55 antagonists blocking LPI-driven arrestin recruitment, primary screen, imaging, U2OS, beta-arrestin-GFP, LPI agonist (AID 2013); inhibition, % at 10 µM; hits with a dose series show IC50 in µM; 0.13% of 290,000 active; U2OS GPR55 beta-arrestin-GFP translocation imaging, LPI antagonism; higher % means a stronger effect;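 active = spots per cell inhibited over 60%, with over 100 cells counted and total cytoplasm intensity under 500,000; inconclusive = wells with under 100 cells, flagged as likely toxic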;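 also: U2OS cells stably carrying GPR55 and arrestin-GFP stimulated by 5 µM LPI near EC80; imaged beta-arrestin-GFP aggregate spots per cell after agonist stimulation; plate controls were LPI-stimulated DMSO wells for no effect and DMSO wells without LPI for full effect; some results filed as inactive read as strong as hits; confirmed hits need IC50 under 10 µM and bright autofluorescent wells are also inconclusive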
Salmonella PhoP GFP – PhoP-dependent GFP reporter repression – Salmonella Typhimurium, primary screen (AID 1863); S. Typhimurium PhoP-regulated promoter GFP reporter, 4 h; higher % means a stronger effect; one-dose inhibition, % at 50 µM; IC50 in µM for titrated hits; 0.16% of 300,000 active;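 active = inhibition over 29.93%, a cutoff 3 SD above the screen mean, later confirmed by dose response; inconclusive = inhibition over 29.93% but no dose response follow-up; inactive = inhibition at most 29.93% or unconfirmed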;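 also: 0% = low Mg2+ inducing control and 100% = high Mg2+ repressing control; strong numbers were not always called active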
HIV fusion peptide – inhibitors of HIV fusion peptide binding, primary screen, biochemical, uHTS, fluorescence dequenching (AID 1986) | cell-free peptide binding, fluorescence dequenching, 30 min; higher % means a stronger effect | inhibition, % at 20 µM; hits with a dose series show IC50 in µM | 0.3% of 290,000 active; in the data active = inhibition mostly above about 52%, no sharp cut-off; inactive = mostly below about 76%; also: some results filed as inactive read as strong as hits
NTR1 agonist – agonists of NTR1, primary screen, imaging, U2OS cells, beta-arrestin-GFP, high content (AID 493036); P30989; NTR1-U2OS beta-arrestin-GFP spot imaging, agonist mode; activation, % at 20 µM; 0.17% of 330,000 active;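 active = activation at or above 40% of the spot to cytoplasm intensity ratio, with at least 20 cells analyzed; inconclusive = wells under 20 cells, flagged as cytotoxic or low count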;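 also: 0% = DMSO without peptide and 100% = 100 nM NTR1 peptide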
Target sequence (P30989 whole entry, looked up): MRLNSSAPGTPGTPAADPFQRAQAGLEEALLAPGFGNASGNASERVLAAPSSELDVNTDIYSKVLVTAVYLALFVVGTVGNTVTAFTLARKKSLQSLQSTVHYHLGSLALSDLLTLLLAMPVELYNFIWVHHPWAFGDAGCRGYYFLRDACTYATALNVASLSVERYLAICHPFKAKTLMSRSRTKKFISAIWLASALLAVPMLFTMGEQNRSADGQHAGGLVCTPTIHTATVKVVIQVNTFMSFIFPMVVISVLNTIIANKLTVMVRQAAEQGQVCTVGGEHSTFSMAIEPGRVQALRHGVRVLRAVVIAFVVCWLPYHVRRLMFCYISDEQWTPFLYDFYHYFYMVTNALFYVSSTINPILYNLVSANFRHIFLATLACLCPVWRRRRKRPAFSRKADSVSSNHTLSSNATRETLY
SIAH1 antagonists – blockers of Siah-1 interaction with plectin peptide – biochemical, fluorescence polarization, rhodamine-plectin, uHTS, primary screen (AID 1817); Siah-1 / rhodamine-plectin peptide fluorescence polarization; higher % means a stronger effect; displacement, % at 20 µM; hits with a dose series show IC50 in µM; 0.02% of 290,000 active;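 active = displacement of at least 50% at 20 µM, with a fluorescence ratio check between 0.3 and a set limit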;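 also: plate controls were Siah plus tracer with DMSO for no effect and tracer alone without Siah for full effect; strong numbers were not always called active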
MgcRacGAP inhibition – MgcRacGAP GTPase-activating activity inhibitors, confirmation, biochemical, ADP Hunter fluorescence. MgcRacGAP-stimulated Rac1 GTP hydrolysis, ADP Hunter fluorescence; higher % means a stronger effect; GST-tagged Rac1 F28L mutant substrate. inhibition, % at 30 µM; hits with a dose series show IC50 in µM. 0.6% of 340,000 active;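 active = first-screen hits whose inhibition reached a set limit at any dose in the follow-up dose series; inconclusive = inhibition above the set first-screen limit but never retested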;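 also: fluorescence reports GDP produced by GAP-driven GTP hydrolysis; strong numbers were not always called active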
GPR35 antagonists – inhibition of zaprinast-stimulated GPR35 beta-arrestin translocation – imaging, U2OS, beta-arrestin-GFP, zaprinast agonist, primary screen (AID 2058); inhibition, % at 10 µM, or IC50 in µM where a hit was titrated; U2OS GPR35 beta-arrestin-GFP translocation imaging, zaprinast antagonism; higher % means a stronger effect; 0.052% of 290,000 active;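 active = inhibition of at least 50% with at least 30 cells and total cytoplasm GFP at most 10,000,000; inconclusive = under 30 cells or total GFP of 10,000,000 plus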
LYP inhibition – inhibitors of LYP phosphatase, biochemical, fluorescence intensity, uHTS (AID 1779). 0.054% of 290,000 active. one-dose inhibition, % at 11.5 µM; IC50 in µM for titrated hits. recombinant LYP phosphatase, fluorescence intensity; higher % means a stronger effect; in the data active = inhibition above about 50%;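 also: plate controls were vehicle with enzyme for no effect and no enzyme for full effect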
Myeloid diff MLP – promotes myeloid progenitor differentiation. ER-HoxA9 myeloid progenitors, lysozyme-GFP differentiation, flow cytometry. calls only at 10 µM. 1% of 360,000 active;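 active = normalized GFP-positive differentiation at or above the plate's own cutoff, the solvent-only control mean plus 3 SD; inconclusive = no clear call, values can overlap the other calls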;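 also: cells exposed to compound for four days before flow analysis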
NTR1 agonist cell count 20 µM – also measured in NTR1 agonist; calls as there; cell count; measured here: cell count, cytotoxicity flag
Myeloid diff MLP GFP+ MAC1+ % – further read-out of Myeloid diff MLP, marked with its call; GFP+ MAC1+ double positive, %; measured here: differentiation confirmed by MAC1 staining
* marks the source's active call; other numbers are inactive results; i = inactive; ? = inconclusive; . = not tested or not shown. Outcome played no part in choosing rows; overall some 2.4% were active at least once.

structure	GPR55 antagonists	Salmonella PhoP GFP	HIV fusion peptide	NTR1 agonist	NTR1 agonist cell count 20 µM	SIAH1 antagonists	MgcRacGAP inhibition	GPR35 antagonists	LYP inhibition	Myeloid diff MLP	Myeloid diff MLP GFP+ MAC1+ %
Cc1ccccc1Nc1cc2ccccc2c(=O)[nH]1	-14.5%	-38.0%	11.6%	-0.8	65	35.8%	11.6%	-15.9%	-2.0%	i	3.9
COCCn1c(CN2CCc3ccccc3C2)nc2c1c(=O)n(C)c(=O)n2C	2.0%	-1.1%	1.6%	-1.1	96	-0.1%	8.0%	-6.7%	0.6%	i	0.4
CCCC(C(=O)NCc1ccco1)N(C(=O)CNS(=O)(=O)c1ccccc1)c1ccc(OC)cc1 (configuration not stated)	8.8%	-10.0%	0.9%	1.5	53	1.5%	9.4%	-3.9%	-1.9%	i	0.3
Cc1ccc(C2CC(c3cccc(NS(C)(=O)=O)c3)=NN2S(C)(=O)=O)cc1 (configuration not stated)	7.3%	6.8%	-0.3%	-1.7	81	-2.4%	6.0%	-10.7%	-6.1%	i	0.5
CC1(C)C2CC=C(/C=N/NC(=S)NCCc3ccccc3)C1C2 (configuration not stated)	21.6%	2.6%	1.1%	10.7	47	1.5%	4.5%	22.7%	8.5%	i	0.3
CC(=O)C1=C(C)NC(=O)NC1c1cccs1 (configuration not stated)	-2.3%	23.6%	-2.9%	0.0	55	-1.3%	3.3%	-2.4%	0.0%	i	0.7
CCOC(=O)N1CCN(C(=O)C2CCN(S(=O)(=O)N3CCC4(CC3)OCCO4)CC2)CC1	5.0%	-7.9%	1.8%	1.5	59	-4.3%	8.3%	-2.8%	-7.1%	i	2.5
Cc1ccc(C(=O)O)cc1NC(=O)Nc1cccc2ccccc12	-2.3%	-6.2%	2.2%	0.6	45	-1.0%	5.4%	2.2%	-1.8%	i	0.9
Cc1ccc(OCc2cc(C(=O)N3CCN(C4CCCCC4)CC3)no2)cc1C	14.0%	2.6%	1.1%	0.5	52	4.0%	9.5%	8.1%	-11.5%	i	1.0
COc1ccc(NC(=O)C2CCCN2c2nn3c(=O)cc(C)nc3s2)cc1 (configuration not stated)	-0.5%	.	2.1%	-2.6	47	-2.5%	5.3%	4.3%	-12.7%	i	3.2
C/C(=N\NC(=O)COc1ccc([N+](=O)[O-])cc1)C(C)(C)C	-2.1%	6.4%	-2.6%	-0.4	57	-2.6%	6.5%	11.8%	-6.3%	i	3.6
CCC(C)N(C)C(=O)c1cc2ccccc2c(-c2ccccc2Cl)n1 (configuration not stated)	-32.3%	-3.1%	-1.2%	5.2	56	3.4%	1.7%	11.5%	1.3%	i	3.1
CCOc1ccc(S(=O)(=O)N(CC(=O)NN=C2CCN(C)CC2)c2ccc(C)cc2)cc1	-1.2%	5.0%	-0.2%	2.0	66	-2.2%	-0.8%	10.7%	-8.6%	i	0.9
O=C(CCCOc1ccccc1)Nc1ccc(S(=O)(=O)Nc2ccccn2)cc1	-1.5%	0.8%	0.9%	-0.4	33	-5.1%	12.4%	-3.6%	-0.2%	i	0.5
CCOC(=O)c1cnc2c(OC)cccc2c1Nc1ccc2c(c1)OCCO2	-12.5%	17.9%	-2.1%	13.5	73	-3.9%	11.4%	-9.5%	1.4%	i	0.9
Cc1ccc(S(=O)(=O)CC(=O)Nc2nc3ccccc3s2)cc1	4.9%	-0.4%	-0.7%	-0.6	75	2.5%	1.4%	-3.9%	-7.3%	?	.
Nc1nn(-c2ccccc2)c(N)c1N=Nc1cccc(F)c1	-15.4%	-3.2%	-4.1%	3.1	47	2.6%	.	5.7%	-2.9%	?	.
COc1ccc(CNC(=O)c2noc3c2CCCC3)cc1	-9.7%	6.0%	-1.8%	-1.7	65	2.9%	-0.2%	4.8%	2.2%	i	0.4
COc1ccccc1OCC(=O)NC1CCCCCC1	2.9%	-10.8%	2.6%	0.2	51	-2.1%	-9.7%	20.1%	-7.7%	i	7.9
COC(=O)c1ccc(-c2ncc(-c3cccc4ccccc34)o2)cc1	-4.0%	-0.4%	2.8%	-1.5	78	-1.0%	6.6%	-28.4%	1.9%	i	0.4
CC(C)(C)NC(=O)c1oc2ccccc2c1COc1ccccc1	7.4%	2.1%	-1.4%	3.8	38	-8.2%	7.0%	-2.5%	-5.6%	i	0.1
Fc1ccccc1N1CC(c2ccccc2)C(c2cccs2)=N1 (configuration not stated)	10.0%	10.2%	3.9%	3.1	77	4.8%	10.8%	7.1%	-8.8%	i	7.0
COc1ccc(OCC(O)CNC(=O)c2ccc(Br)cc2)cc1 (configuration not stated)	-30.8%	11.1%	5.5%	0.1	84	0.2%	2.8%	4.4%	2.3%	i	1.3
COc1ccc(OC)c(NC(=O)C2CCCNC2=O)c1 (configuration not stated)	-28.8%	-7.5%	1.6%	0.5	44	-3.2%	-2.9%	9.4%	-9.0%	i	3.0
COc1ccc(NCC(=O)N/N=C2\CCc3ccccc32)cc1	-0.4%	-7.5%	-2.8%	-0.6	38	1.7%	-5.6%	3.0%	-0.9%	i	0.2
CCOc1ccccc1NC(=O)CSc1nnnn1-c1ccccc1	-15.7%	10.9%	0.7%	-0.2	41	-3.3%	5.3%	3.5%	-4.3%	i	0.8
Cc1ccc(N(CC(O)CN2CCOCC2)S(=O)(=O)c2ccc3ccccc3c2)cc1 (configuration not stated)	15.8%	9.9%	7.2%	-0.6	48	7.8%	7.5%	17.8%	-4.1%	i	1.0
CCOc1ccc(NC(=O)Nc2cccs2)cc1	-8.0%	34.1%	-0.5%	-0.7	87	2.7%	9.6%	0.5%	4.1%	i	0.5
Cc1ccc(OCc2nnc(NC(=O)c3ccco3)s2)c(C)c1	-12.1%	7.0%	2.8%	0.1	65	1.6%	2.3%	-2.4%	0.2%	i	1.0
CCN(CCn1cccn1)C(=O)c1ccc(OC2CCN(C(=O)COC)CC2)cc1	2.1%	1.3%	1.1%	1.3	58	3.2%	-0.8%	-13.6%	-11.0%	i	1.0
Cc1ccc[n+](C(C)C(=O)c2ccc(-c3ccccc3)cc2)c1 (configuration not stated)	3.1%	-11.4%	1.7%	1.5	51	5.4%	-2.0%	-13.3%	-3.0%	i	0.4
CC(OC(=O)/C(C#N)=C/c1ccc(N(C)C)cc1)C(=O)NCc1ccco1 (configuration not stated)	.	3.1%	.	1.1	77	.	2.8%	.	.	i	1.1
O=C(CSCc1cnn(-c2ccccc2)c1-n1cccc1)NCc1cccs1	-3.6%	2.6%	-0.2%	0.3	48	-2.3%	5.2%	9.0%	0.4%	i	0.8
COc1ccc2[nH]c3c(c2c1)CCN1C(=O)N([C@@H](C)C(=O)NCC2CCCO2)C(=O)[C@]31C (some centres not stated)	0.4%	.	0.0%	0.0	76	1.5%	-5.8%	-0.7%	-6.0%	i	2.4
Cc1cc(NC(=O)CSc2nnc3ccc(-c4ccc(F)cc4)nn23)no1	.	-5.5%	.	1.4	54	.	5.4%	.	.	i	1.1
CC1=CC(c2ccccc2)n2nc(N3C(=O)C4CC=CCC4C3=O)nc2N1 (configuration not stated)	5.3%	-0.3%	2.1%	-1.5	70	-2.7%	7.4%	3.2%	-17.3%	i	1.6
Cc1ccc(CCNC(=O)CCn2ccc3cc(S(=O)(=O)N4CCCC4)ccc32)cc1	9.3%	-2.2%	1.5%	1.1	57	14.5%	-8.3%	13.8%	-6.8%	?	.
O=C(CCN1c2ccccc2Sc2ccccc21)Nc1ccccc1	12.8%	3.2%	-3.1%	0.1	19	2.5%	12.7%	-3.0%	5.6%	i	0.3
O=C(c1ccco1)N1CCN(C(=O)c2cnn3c(C(F)(F)F)cc(-c4cccs4)nc23)CC1	-1.3%	5.5%	-3.3%	1.7	43	-0.4%	12.6%	-8.2%	3.7%	i	6.9
CCOc1ccc(NC(=O)c2ccco2)c([N+](=O)[O-])c1	0.7%	3.5%	1.0%	1.4	58	4.9%	7.1%	-12.3%	-6.8%	i	0.4
CN(C)S(=O)(=O)N1CCN(CC(=O)Nc2ccc(Br)cc2)CC1	5.8%	-4.2%	-2.1%	1.1	66	-1.3%	-14.6%	21.6%	-12.7%	i	0.2
O=C(CSc1nc2ccc(Cl)cc2[nH]1)c1cccs1	1.7%	-3.5%	-0.7%	2.3	58	-9.0%	22.4%	3.6%	-5.7%	i	0.6
O=C(NCCN1CCN(c2ccccc2)CC1)C1CCN(S(=O)(=O)c2cccc3nonc23)CC1	-20.8%	-3.3%	-2.5%	-1.7	55	-6.1%	11.3%	-1.7%	-6.0%	i	0.6
COc1cc(/C=C(\NC(C)=O)C(=O)NC(C)(C)C)ccc1OC(C)=O	-4.4%	-0.5%	0.7%	1.7	65	-2.8%	10.9%	1.4%	-0.7%	i	0.6
COc1ccc(C(=O)n2nc(-c3ccco3)nc2SC)cc1OC	-0.5%	-25.5%	18.5%	-5.2	74	6.3%	5.1%	14.5%	4.9%	i	0.2
CCOc1ccc(NC(=S)NCCCN2CCN(c3ccc(OC)cc3)CC2)cc1	13.1%	4.4%	-2.0%	-0.1	45	-7.4%	17.5%	-3.7%	-8.4%	i	0.5
C/C(=N/NS(C)(=O)=O)c1ccc2ccccc2c1	5.2%	4.2%	-1.1%	-0.4	88	-0.2%	8.9%	8.6%	-7.3%	i	0.7
CN(CCOc1ccccc1)C(=O)C1CCN(C(=O)c2ccc(F)cc2)CC1	15.3%	6.6%	-1.3%	1.1	36	-7.9%	-0.9%	-1.0%	-6.5%	i	0.2
O=C(Nc1cc(-c2ccccc2)[nH]n1)c1ccccc1	8.7%	-3.3%	0.7%	-0.4	45	15.3%	-3.6%	-1.2%	-4.9%	?	.
O=C(CSc1nc2ccccc2n1CC(=O)N1CCCC1)Nc1nccs1	-3.2%	8.4%	0.3%	0.9	54	-1.6%	-4.4%	5.4%	-12.6%	i	1.8
